ATG4B inh: inhibitors of human ATG4B cysteine protease; Q9Y4P1; ATG4B cleavage of LC3-PLA2, NBD-HPC fluorescence, 1 h; inhibition, % at 8.33 µM; hit rate 0.51% among 340,000; AID 504462; in the data active means inhibition above about 40%
Target sequence (Q9Y4P1 whole entry, looked up): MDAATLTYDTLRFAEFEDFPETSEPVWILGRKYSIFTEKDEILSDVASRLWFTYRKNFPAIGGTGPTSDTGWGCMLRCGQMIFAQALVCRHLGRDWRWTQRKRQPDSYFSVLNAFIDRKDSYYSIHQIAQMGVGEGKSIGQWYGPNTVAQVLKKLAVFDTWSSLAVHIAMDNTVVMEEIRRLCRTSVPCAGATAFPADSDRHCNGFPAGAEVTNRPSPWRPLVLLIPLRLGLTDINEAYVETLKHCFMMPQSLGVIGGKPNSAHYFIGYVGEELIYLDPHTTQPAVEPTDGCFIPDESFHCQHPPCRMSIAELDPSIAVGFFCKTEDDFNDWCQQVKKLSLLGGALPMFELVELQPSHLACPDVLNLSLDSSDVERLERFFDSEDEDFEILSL
APOBEC3A inh: blocks human APOBEC3A ssDNA deamination; P31941; recombinant A3A, FAM/TAMRA ssDNA deamination fluorescence; inhibition, % at 20 µM; hit rate 0.41% among 330,000; AID 493011;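 active means at least 40% inhibition at 20 µM here, with at most 30% in a related deaminase screen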;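 further: plate controls were A3A with DMSO for no effect and wells lacking A3A enzyme for full effect; some results filed as inactive read as strong as hits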
Target sequence (P31941 whole entry, looked up): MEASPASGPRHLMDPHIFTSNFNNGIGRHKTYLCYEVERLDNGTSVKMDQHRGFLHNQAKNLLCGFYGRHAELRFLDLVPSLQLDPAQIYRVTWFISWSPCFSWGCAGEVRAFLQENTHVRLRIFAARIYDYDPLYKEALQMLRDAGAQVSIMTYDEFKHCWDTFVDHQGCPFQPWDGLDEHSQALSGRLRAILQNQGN
mIAP activ: mouse IAP activation; hit rate 0.24% among 330,000; muIAP, CDP-Star luminescence, 30 min; hits give high values; 1 = vehicle-only enzyme signal, 0 = enzyme-free wells; activation factor at 10 µM;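 active means activation factor of at least 2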; further: the source names both 10 and 20 µM as test concentration; values of inactives mirror those of a sister screen read the other way
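also added = chemiluminescent substrate CDP-Star | test system = mouse IAP enzyme | signal = chemiluminescence readout | compound = DMSO-dissolved test compounds | incubation = 30 min at room temperature | benchmarks = DMSO wells, no-enzyme wells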
hIAP block: blocks human intestinal alkaline phosphatase. purified IAP, CDP-Star luminescence, 30 min. inhibition, % at 10 µM. hit rate 0.12% among 330,000. AID 2544;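 active means inhibition reaching a set limit with compound at 10 µM in the primary screen, cut at about 35% in these data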;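 further: plate controls were DMSO wells with enzyme for no effect and no-enzyme buffer wells for full effect; values of inactives mirror those of a sister screen read the other way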
mIAP inh: blocks mouse intestinal alkaline phosphatase; inhibition, % at 10 µM; hit rate 0.2% among 330,000; purified mouse IAP, CDP-Star luminescence, 30 min;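 active means inhibition of at least 40% at 10 µM in the primary screen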;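 further: plate controls were DMSO with enzyme for no effect and no enzyme wells for full effect; values of inactives mirror those of a sister screen read the other way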
HKDC1 inh: HKDC1 (human) hexokinase inhibition; Q2TB90; recombinant HKDC1, G6PDH/diaphorase resazurin coupled fluorescence; inhibition, % at 20 µM; hit rate 0.16% among 340,000;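 active means inhibition above about 35% when tested at 20 µM, limit read from the data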;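 further: plate controls were DMSO wells with enzyme for no effect and DMSO wells lacking enzyme for full effect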
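Assay system – recombinant HKDC1 (HK5) hexokinase enzyme, produced in-house · Input – HKDC1 at 5 µg/mL · Reagent – glucose plus 1 mM ATP as hexokinase substrates · Timing – 90 min reaction incubation at room temperature, dark · Measured by – G6PDH/diaphorase-coupled fluorescence, 1 mM NADP, 100 µM resazurin, 525/613 nm · Benchmarks – DMSO-enzyme wells negative, buffer-substituted wells positive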
PfGluPho inh: PfG6PD (Plasmodium falciparum) enzyme inhibition. inhibition, % at 20 µM. PfGluPho enzyme, NADPH resazurin-diaphorase fluorescence. AID 504690. hit rate 0.78% among 350,000;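 active means inhibition reaching at least a set limit at 20 µM in the primary screen, cut at about 59% in these data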;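 further: 0% = DMSO wells with substrate and 100% = DMSO wells lacking glucose-6-phosphate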
hIAP act: human IAP activation; P09923; purified human IAP, CDP-Star luminescence, 30 min; hits give high values; 1 = vehicle-only enzyme, 0 = enzyme-free background; activation factor at 10 µM; hit rate 0.16% among 330,000; AID 2524;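 active means activation factor of the enzyme at least 2-fold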; further: the source names both 10 and 20 µM as test concentration; values of inactives mirror those of a sister screen read the other way
An asterisk follows results filed as active. Not all compounds are listed, so the mix of outcomes need not match the whole.

SMILES	ATG4B inh	APOBEC3A inh	mIAP activ	hIAP block	mIAP inh	HKDC1 inh	PfGluPho inh	hIAP act
COC(=O)c1cccc(NC(=O)N2C[C@H]3C[C@@H](C2)c2cccc(=O)n2C3)c1	-14	0	1.1	3	-7	-9	-2	0.97
Cc1nn(CC(C)C)c(Cl)c1C(=O)NC1CCC(C)CC1 (centres undefined)	-1	-4	1	1	-1	0	-3	0.99
CCCC(=O)c1cc(CP(=O)(OCC)OCC)oc1C	0	8	0.99	-4	1	-3	3	1
Cc1cc(OC(C)C(=O)N[C@H](C(=O)O)c2ccccc2)c2c3c(c(=O)oc2c1)CCC3 (some centres undefined)	-16	-1	0.85	26	15	1	1	0.74
c1ccc(C2N3CCCN23)cc1 (centres undefined)	9	-1	0.92	-6	8	4	10	1.1
CCCCCC(=O)N[C@@H](c1ccccc1)[C@@H](O)C(=O)O[C@H]1C[C@@]2(O)[C@@H](OC(=O)c3ccccc3)C3[C@](C)(C(=O)[C@H](O)C(=C1C)C2(C)C)[C@@H](OC1OCC(O)C(O)C1O)C[C@H]1OC[C@@]31OC(C)=O (some centres undefined)	-13	0	0.93	0	7	-7	1	1
COc1ccc2[nH]c3c(c2c1)CCNC3	-10	1	0.97	-3	2	2	10	1
O=S1(=O)N(Cc2ccc(F)cc2)CCCN1Cc1ccccc1Cl	27	-5	0.98	8	2	-1	2	0.92
CCCCn1c(=O)c(C(=O)Nc2ccccc2C)c(O)c2ccccc21	0	-1	0.89	-12	12	6	4	1.1
O=c1[nH]c(O)c(C=NC2CCN(Cc3ccccc3)CC2)c(=O)[nH]1	5	1	1	-9	0	-4	-10	1.1
CCOC(=O)C1=C(N)OC2=C(C(=O)CC(C)(C)C2)C12C(=O)Nc1ccccc12 (centres undefined)	-6	-3	0.91	-6	9	-12	-6	1.1
COc1cc(CN2CCN(c3cc(C)ccc3C)CC2)ccc1O	-5	-3	1.1	3	-8	1	1	0.97
Cc1ccccc1NC1=NCCCS1	-15	9	1	-10	-2	-11	-15	1.1
O=C1NC(=O)N(c2ccccc2F)C(=O)/C1=C/c1ccc(Oc2ccc([N+](=O)[O-])cn2)cc1	8	0	0.86	-19	14	4	-4	1.2
CCC(C)C1N=C(c2ccccc2)c2cc(Cl)ccc2N(CC(=O)NCc2ccco2)C1=O (centres undefined)	0	-1	1.1	-2	-6	-2	-7	1
O=C(O)c1ccccc1-c1ccc(C=C2C(=O)N(c3ccccc3)C(=S)N(c3ccccc3)C2=O)o1	1	17	0.78	7	22	6	17	0.93
CC1=C(C(=O)OC(C)C)[C@]2(C(=O)N(CC(N)=O)c3ccccc32)C(C#N)=C(N)O1	0	-2	1	6	-4	0	1	0.94
Cc1cc(NC(=O)CCl)on1	-8	2	1	6	0	-3	-1	0.94
C=Cn1ccnc1P(=S)(c1ccc(N(C)C)cc1)c1nccn1C=C	-1	-7	1	-7	-2	-11	5	1.1
O=C(N=Nc1c(O)[nH]c(=O)[nH]c1=O)C1COc2cc3ccccc3cc2O1 (centres undefined)	7	-2	0.98	0	2	-1	7	1
COC/C=C1\CN2C3C[C@@H]1[C@H]1COC4=Nc5cc(OC)c(OC)c(OC)c5[C@@]43C[C@@H]12	-9	4	1	6	-4	0	-22	0.94
CCN1C(=O)/C(=C/c2ccc(N(CC)CC)cc2OC)C(=O)NC1=S	-2	0	0.88	11	12	2	2	0.89
CC(=O)Nc1ccc(C(=O)OCC(=O)Nc2ccc(Cl)cc2C(=O)c2ccccc2)cc1	-11	0	0.99	7	1	-9	-3	0.93
O=P(O)(O)Oc1ccccc1P(=O)(c1ccccc1)c1ccccc1	-2	0	0.96	3	4	3	0	0.97
CNP1(NC)=NC(C(F)(F)F)=NC(C(F)(F)F)=N1	3	-1	0.94	16	6	-6	-11	0.84

Next entries
SMILES	ATG4B inh	APOBEC3A inh	mIAP activ	hIAP block	mIAP inh	HKDC1 inh	PfGluPho inh	hIAP act
Cc1cccc(NP(C)(=O)c2nc3c(s2)CCCC3)c1 (centres undefined)	-2	-6	0.89	4	11	-1	6	0.96
CCCn1cc(C(=O)O)cn1	12	-3	1	8	-1	-10	-8	0.92
CC1=C2C3OC(=O)C(C)C3CC[C@@]2(C)C=CC1=O (some centres undefined)	0	0	1	6	-4	-8	2	0.94
COc1c(C)cc(C(=O)C2CCCN(Cc3cccc(O)c3)C2)cc1C (centres undefined)	19	-6	0.99	-14	1	2	-1	1.1
COC(=O)C1=C(N)Oc2cc(C)oc(=O)c2C12C(=O)Nc1ccccc12 (centres undefined)	-3	1	1.1	6	-8	-9	-12	0.94
CSc1ncc(CN2CCCC(C(=O)c3cccc(Cl)c3)C2)cn1 (centres undefined)	-12	-3	0.99	-15	1	6	2	1.2
COC(=O)C1=C(c2cccc(C#N)c2)C[C@@H]2CC[C@H]1N2C(=O)NC(C)C	-4	0	1	5	0	-3	26	0.95
NC(N)=N/N=C/c1cn(-c2ccccc2)nc1-c1cccs1	-5	-1	0.97	-5	3	8	4	1.1
CC1CCSP(=O)(Oc2ccccc2)O1 (centres undefined)	-3	3	1	-49	-3	-3	5	1.5
Clc1ccccc1CN1CCNCC1	6	-4	0.98	11	2	2	-14	0.89
COC(=O)C1=C(c2cc3ccccc3s2)C[C@@H]2CC[C@H]1N2C(=O)NCC1CC1	-9	0	1.1	3	-5	-8	5	0.97
O=c1c2ccccc2nc(/C=C/c2ccccn2)n1-c1ccccc1	-7	-5	1.1	-9	-10	-1	8	1.1
COC(=O)C1C2CC[C@@H](CC1OC(=O)c1ccccc1)N2 (some centres undefined)	-2	-1	1.1	-4	-8	-1	8	1
Cc1cc(S(=O)(=O)NC(C)C)ccc1OCC(=O)N1CCN(Cc2ccc3c(c2)OCO3)CC1	-4	4	1	3	-3	-4	-4	0.97
CN1CCc2cc3c(c4c2C1Cc1ccccc1-4)OCO3 (centres undefined)	-6	14	0.94	-26	6	32	89*	1.3
CCOC(=O)N(C)c1ccc(C(O)(C(=O)OC)C(F)(F)F)cc1 (centres undefined)	2	2	1.1	-9	-5	-6	-10	1.1
CC(C)OS(C)(=O)=O	0	-3	0.97	21	3	-3	8	0.79
COC(=O)C1=C(c2ccc(-c3ccccc3)c(F)c2)C[C@@H]2CC[C@H]1N2C(=O)NC1CC1	2	-3	0.98	10	2	0	3	0.9
COc1ccc(CC2(CCc3ccncc3)C(=O)NC(=O)NC2=O)c(OC)c1	19	0	0.99	13	1	6	-9	0.87
Cc1cccc(OP(=O)(Oc2ccccc2)OC(c2ccccc2)C(F)(F)F)c1 (centres undefined)	23	0	0.98	9	2	6	16	0.91
CCOc1ccc(-c2cc(C)[n+](CCN3CCOCC3)c(-c3ccc(OCC)cc3)c2)cc1	6	3	1	1	-2	1	-19	0.99
CC(C)CC(NC(=O)CCCNC(=O)CCC(=O)OC1O[C@H]2OC3(C)CC[C@H]4[C@H](C)CCC(C1C)C24OO3)C(=O)O (some centres undefined)	-2	1	1	4	-2	-7	-8	0.96
CC(C)C(=O)Nc1nnc(CCN(CCc2nnc(NC(=O)C(C)C)s2)[N+](=O)[O-])s1	-4	1	1.1	-8	-10	2	-14	1.1
COc1ccccc1CCNCc1ccc(OC)c(OC)c1OC	-2	4	1.1	-8	-8	-7	-14	1.1
C/C(=N\NC(=O)c1ccccc1O)c1c(O)n(Cc2ccccc2)c(=O)[nH]c1=O	2	0	0.75	-12	25	-1	-54	1.1

(list continues)
SMILES	ATG4B inh	APOBEC3A inh	mIAP activ	hIAP block	mIAP inh	HKDC1 inh	PfGluPho inh	hIAP act
COC(=O)C1=C(c2cccc(C#N)c2)C[C@@H]2CC[C@H]1N2C(=O)NCc1ccc(F)cc1	3	-3	0.96	8	4	-6	-3	0.92
COc1ccc(-c2[nH]ncc2CNC(C)Cc2ccsc2)c(F)c1 (centres undefined)	12	-2	1	6	-2	-6	-1	0.94
COc1ccccc1N1C(=O)NC(=O)C2(Cc3cc(C)ccc3N(C)C2)C1=O (centres undefined)	-7	-2	0.99	8	0	3	-19	0.92
N#CC[N+]1(CCCNP2(=O)C=C(c3ccccc3)OC(c3ccccc3)=C2)CCOCC1	-3	1	0.96	-6	4	-4	-6	1.1
COc1cc2c(C(=O)O)c(C)n(C)c2cc1Br	-9	-4	1	-12	-3	0	24	1.1
Cc1ccc(S(=O)(=O)NCC2CCC(C(=O)N3CCC4(CC3)OCCO4)CC2)cc1 (centres undefined)	-7	-1	1.1	-3	-5	2	-9	1
C/C(=N\NC(=O)c1ccccc1)c1c(O)n(Cc2ccccc2)c(=O)[nH]c1=O	0	1	0.89	6	12	-4	-27	0.94
CCCCc1cc(=O)oc2cc(OCC(=O)N3C[C@H]4C[C@@H](C3)c3cccc(=O)n3C4)c(Cl)cc12	-8	-4	0.9	-3	10	18	3	1
CCOS(C)(=O)=O	9	-2	1	23	-4	-10	8	0.77
Cc1ccc(-n2nc(C)cc2NC(=O)COc2cc(C)cc3oc(=O)c4c(c23)CCC4)cc1	-5	3	1.1	7	-7	-8	8	0.93
O=C(CCCC1=NS(=O)(=O)c2ccccc2N1)N1CCC2(CC1)OCCO2	-5	0	0.99	-9	0	-3	-9	1.1
Cc1nc2c(-c3ccccc3)c(C)nn2c(C)c1CCC(=O)N1CCC2(CC1)OCCO2	2	-3	1.1	6	-7	-3	-10	0.94
CC(C)(C)[C@]1(O)C[C@@H]2OC(=O)C[C@@]23C(=O)O[C@@H]2OC(=O)[C@@H](O)C213 (some centres undefined)	-6	-3	1.1	4	-5	-6	-6	0.96
C[C@@H]1O[C@@H](O[C@@H]2C=C3CCC4C(CC[C@]5(C)[C@@H](c6ccc(=O)oc6)CC[C@]45O)[C@@]3(C)CC2)[C@H](O)[C@H](O)[C@H]1O (some centres undefined)	-6	-2	0.99	-11	1	-7	-9	1.1
NP(=O)(OCCCc1ccccc1)Oc1ccc(Cl)cc1 (centres undefined)	29	-1	1.2	-15	-18	-4	-3	1.2
Cc1nc2cc(-c3ccccc3)nn2c(C)c1CCC(=O)N1CCC2(CC1)OCCO2	-5	-2	0.99	0	1	-5	-9	1
COc1ccc(NC2=NCC(C)S2)cc1 (centres undefined)	4	0	1	-16	-1	-11	-8	1.2
Cc1c(C=C2C(=O)N(C)C(=S)N(C)C2=O)c2ccccc2n1CC(=O)NCC1CCCO1 (centres undefined)	1	-1	0.95	-8	5	5	-10	1.1
O=P1(Oc2ccccc2)C[C@@H](O)[C@@H](O)[C@H](COCc2ccccc2)O1 (some centres undefined)	-8	6	1	-4	-1	-7	20	1
O=C1C=C2C=C[C@@H]3CC2(O1)[C@H]1CCCCN31	1	-5	0.96	10	4	-4	18	0.9

Single records, from the list above:
`O=P1(Oc2ccccc2)C[C@@H](O)[C@@H](O)[C@H](COCc2ccccc2)O1` (some centres undefined) across the screens: ATG4B inh: -8; APOBEC3A inh: 6; mIAP activ: 1; hIAP block: -4; mIAP inh: -1; HKDC1 inh: -7; PfGluPho inh: 20; hIAP act: 1
`Cc1nc2cc(-c3ccccc3)nn2c(C)c1CCC(=O)N1CCC2(CC1)OCCO2` across the screens: ATG4B inh: -5; APOBEC3A inh: -2; mIAP activ: 0.99; hIAP block: 0; mIAP inh: 1; HKDC1 inh: -5; PfGluPho inh: -9; hIAP act: 1
`COc1cc2c(C(=O)O)c(C)n(C)c2cc1Br` across the screens: ATG4B inh: -9; APOBEC3A inh: -4; mIAP activ: 1; hIAP block: -12; mIAP inh: -3; HKDC1 inh: 0; PfGluPho inh: 24; hIAP act: 1.1

Bioassay records (PubChem BioAssay)
